GLP1R ag: activates the human GLP-1 receptor; P43220; HEK293 GLP-1R CRE-luciferase, luminescence, 4-6 h; cells express a hypersensitive GLP-1R form; Potency, µM (highest dose often 45.6 µM), without a hit: top-dose activation, actives largely listed as activators; 0.007% of 380,000 active; further: potency means the concentration at half of the fitted maximal effect; % of control where 0% means no effect
GLP1R cytotox: cytotoxicity counter-screen for GLP-1 receptor inverse agonists; HEK293 cAMP-luciferase reporter cells, luminescence, 24 h; Potency, µM (titrated, usually from 38.3 µM), without a hit: at the top dose activity change, negative = inhibition, most hits filed as inhibitors; 0.13% of 410,000 active;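 further: loss of luciferase light is scored as toxicity; potency means the concentration at half of the fitted maximal effect; on the % scale 0 is the no-effect control and ±100 the full control effect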
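Quantitative HTS format, 1536 wells, 200 cells/uL seeded. Compounds: 23 nL, 24 h, 37 °C. Detection: luciferase reagent, luminescence at 12 min RT; decreased signal taken as cytotoxic.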
IL-2 act: activators of IL-2. IL-2 activation reporter assay, cell-based qHTS; stimulated with anti-CD3/CD4/CD28 beads; in transgenic mouse T cells. activation, % (series mostly up to about 46 µM). 0.065% of 360,000 active; in the data active means activation above about 50%; inconclusive means mostly about 30% to 49%; further: 0% is about no effect
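Readout is EGFP and DsRed signal by fluorescent plate cytometry after 18 h at 37 degrees C. Transgenic mouse T cells (750/well) received compound for 60 min before bead stimulation (anti-CD3, anti-CD4, anti-CD28); memory T cells served as non-tolerant control.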
GLP-1R inv ag: acts as inverse agonist at human GLP-1 receptor | 1.6% of 410,000 active | AID 624417 | HEK293 GLP-1R CRE-luciferase, luminescence, 24 h; GLP-1R form is constitutively active | P43220 | Potency, µM (titrated, usually from 38.3 µM), for inactives: at the top dose activity change, negative = inhibition, actives largely listed as inhibitors; further: potency means the concentration at half of the fitted maximal effect; on the % scale 0 is the no-effect control and ±100 the full control effect; nearly all actives have a fitted effect of over 55% in size
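HEK293 cells stably co-expressing a cAMP-responsive luciferase reporter and constitutively active GLP-1R were seeded, incubated 12 h, then exposed to compounds for 24 h at 37 C. Luminescence was read 12 min after detection reagent; inverse agonists lower signal.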
EPAC1 agonist: agonists of human EPAC1. O95398. EPAC1 agonist qHTS, biochemical assay; response scale: 100% = response to 6.5 mM cAMP. AID 720707. Potency, µM (doses to about 154 µM), for the others: at the highest dose activation, hits mostly activators. 0.073% of 360,000 active; further: potency means the concentration at half of the fitted maximal effect; nearly all actives have a fitted effect of over 60% in size
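Nucleotide exchange assay: 100 nM EPAC1 with 250 nM Rap1B loaded with BODIPY-GDP and 50 uM GDP, room temperature. Fluorescence (480/540 nm) read every 5 min for 30 min; signal change normalized to 6.5 mM cAMP as full agonist.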
EPAC1 antagonist: blocks human EPAC1 exchange factor; O95398; EPAC1 GEF assay, Rap1b-BODIPY-GDP exchange fluorescence; Potency, µM (titrated, usually from 115 µM), for the others: at the highest dose activity change, negative = inhibition, hits mostly inhibitors; 0.14% of 360,000 active;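 further: potency means the concentration at half of the fitted maximal effect; plate controls were vehicle for no effect and positive control for full effect; nearly all actives have a fitted effect of over 50% in size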
PI5P4Ka inh: blocks human PI5P4K alpha kinase activity | P48426 | PI5P4Kalpha enzyme, ADP-Glo luminescence, 60 min; active compounds read low | max response, % | 1.2% of 330,000 active | AID 652105; active means max response of -50% or lower; inconclusive means between -30% and -50%; inactive means -30% or higher; further: value at the top dose of about 77 µM; on the % scale 0 is the no-effect control and ±100 the full control effect
Target sequence (P48426 whole entry, looked up): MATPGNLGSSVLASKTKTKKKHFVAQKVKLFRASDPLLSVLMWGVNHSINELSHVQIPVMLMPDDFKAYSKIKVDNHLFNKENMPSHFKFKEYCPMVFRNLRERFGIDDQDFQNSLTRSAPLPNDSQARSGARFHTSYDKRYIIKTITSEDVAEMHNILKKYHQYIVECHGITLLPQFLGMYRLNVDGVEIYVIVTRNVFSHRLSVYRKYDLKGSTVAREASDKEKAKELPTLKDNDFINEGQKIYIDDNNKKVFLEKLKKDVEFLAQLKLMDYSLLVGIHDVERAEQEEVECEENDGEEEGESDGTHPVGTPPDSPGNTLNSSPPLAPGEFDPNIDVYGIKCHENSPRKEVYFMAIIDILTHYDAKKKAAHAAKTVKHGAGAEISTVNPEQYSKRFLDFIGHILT
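Reactions run in 0.038 M HEPES pH 7.4, 0.28 mM EGTA, 0.1% CHAPS and 5% DMSO, with PI5P4Kalpha, substrate, compound and 5 microM ATP final, one hour at room temperature. Readout is ADP-Glo luminescence.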
PLK1 PBD block: blocks phosphopeptide binding to human PLK1 polo-box domain; Potency, µM, without a hit: max response, negative = inhibition, actives largely listed as inhibitors; Plk1 PBD binding of FITC phosphopeptide, fluorescence polarization; P53350; 2.8% of 360,000 active; further: potency means the concentration at half of the fitted maximal effect; series mostly up to about 57 µM; on the % scale 0 is the no-effect control and ±100 the full control effect; nearly all actives have a fitted effect of over 65% in size
Target sequence (P53350 whole entry, looked up, the tested form may be a part): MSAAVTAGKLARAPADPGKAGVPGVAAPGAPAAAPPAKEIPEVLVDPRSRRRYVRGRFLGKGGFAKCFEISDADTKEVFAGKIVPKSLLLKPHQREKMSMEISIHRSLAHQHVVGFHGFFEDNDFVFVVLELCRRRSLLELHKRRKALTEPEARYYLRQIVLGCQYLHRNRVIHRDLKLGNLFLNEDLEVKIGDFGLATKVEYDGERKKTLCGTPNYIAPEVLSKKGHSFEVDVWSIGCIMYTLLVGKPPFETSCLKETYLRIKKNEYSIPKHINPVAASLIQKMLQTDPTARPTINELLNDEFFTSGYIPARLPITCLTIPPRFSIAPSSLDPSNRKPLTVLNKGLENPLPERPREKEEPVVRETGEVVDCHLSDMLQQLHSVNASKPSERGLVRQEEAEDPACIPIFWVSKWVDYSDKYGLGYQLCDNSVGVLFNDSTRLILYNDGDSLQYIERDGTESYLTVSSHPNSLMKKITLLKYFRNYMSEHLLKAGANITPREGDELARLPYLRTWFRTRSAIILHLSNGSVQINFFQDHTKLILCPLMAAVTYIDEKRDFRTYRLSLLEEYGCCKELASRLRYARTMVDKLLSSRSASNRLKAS
PTHR1 agonist: activates the human parathyroid hormone receptor PTHR1; Q03431; HEK293 GP2 PTHR1 cells, GloSensor cAMP luminescence, 1 h; Potency, µM (highest dose often 115 µM), for the others: at the highest dose activation, actives largely listed as activators; 0.075% of 410,000 active; AID 743266; further: potency means the concentration at half of the fitted maximal effect; nearly all actives have a fitted effect of over 55% in size; some results filed as inactive show a strong effect at the top dose; inactives centre near -15; many of its hits are not listed in these tables
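HEK-293-derived GP2 cells expressing PTHR1 and a GloSensor cAMP reporter, 3,000/well, plated overnight, given luciferin plus IBMX (each 0.5 mM as added) for 1 h at 37 °C, then compound for 1 h at 37 °C. Luminescence was read after 15 min at room temperature.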
Numbers without * were called inactive; i = inactive; u = inconclusive; x = not tested or not shown; & = joins results of further samples; [ ] = another dose, or the depositor's remark. Unless noted, the call rests on the fitted dose curve; in most records, active means well fitted curve in the direction sought with a large enough effect; inconclusive means small, poorly fitted or top-dose-only effect, or another doubt; inactive means no such curve, though single readings can be large; an effect the other way counts as inactive or inconclusive.

SMILES	GLP1R ag	GLP1R cytotox	IL-2 act	GLP-1R inv ag	EPAC1 agonist	EPAC1 antagonist	PI5P4Ka inh	PLK1 PBD block	PTHR1 agonist
O=c1c(-c2cc3ccccc3[nH]2)nc2ccccc2n1C(CCc1ccccc1)c1nc2ccccc2[nH]1 (stereo not drawn)	x	x	-0.9	3.2µM*	3%	-4%	-6	6%	-14%
Cc1ccccc1C(=O)Nc1c(C(=O)N(CCN(C)C)Cc2ccco2)oc2ccccc12	14%	u	-3.4	u	-1%	-21%	7	-5%	i
CCOc1ccc(S(=O)(=O)N2CCCC(C(=O)NCc3ccncc3)C2)cc1Cl (stereo not drawn)	9%	9%	-0.2	u	-1%	-2%	2	-16%	i
CCCCCCC1CCC(C(=O)N2CCOCC2)CC1 (stereo not drawn)	5%	0%	-1.1	u	-20%	-27%	22	-4%	-14%
N#CCC(=O)N/N=C/c1c(-c2ccccc2)n(-c2ccccc2)c2ccccc12	4%	260%[activator]	-2.6	u	3%	-12%	4	u	-25%
Cc1ccc(C(=O)NCCOc2cccc3cccnc23)cc1Cl	27%	-8%	-0.9	1%	0%	30%	5	-6%	-21%
O=C(N/N=C/c1ccc([N+](=O)[O-])o1)c1ccc(O)cc1	-4%	u	-0.2	u	18%	0%	1	-4%	i
Cc1ccc(/C(=N/Nc2nc3ccccc3s2)C2=C(O)c3ccccc3C2=O)cc1	0%	5%	-1.3	13%	3%	4%	-81*	u	-31%[inhibitor]
CC(C)Cn1c(N)c(C(=O)COC(=O)c2ccc(Cl)cc2)c(=O)n(C)c1=O	-2%	-5%	-3.9	u	0%	-14%	4	10%	-30%
NC(=NC(=O)c1cccc(C(F)(F)F)c1)c1ccc(C(F)(F)F)cn1	5%	18%	-4.5	2%	-18%	u	2	-10%	-49%[inhibitor]
O=C(c1ccc2ccccc2c1O)N1CCCCC1	u	-6%	3.2	-22%	13%	-7%	14	-2%	-34%[inhibitor]
CCCS(=O)(=O)N1CCC(C(=O)NCCC(C)C)CC1	0%	-2%	1.6	2%	8%	-2%	7	-4%	i
COc1ccc(CNC(=O)CCCn2nc(C)n3c(cc4sccc43)c2=O)cc1	5%	-7%&18%	1.6	47%&15%[activator]	15%	12%	-5	u	10%
CCOc1cc(/C=C2/C(=O)N(c3ccccc3)N=C2C)ccc1OC(=O)c1cccs1	3%	-6%	-1.7	-3%	6%	-30%	x	2.1µM*	i
Cc1oc(-c2ccccc2F)nc1CN1CCC(C(=O)NCc2cccnc2)CC1	0%	-2%	-0.9	0%	2%	8%	-3	1%	i
CCCc1nc2ccccc2n1C(C)C(=O)NC(C)(C)C (stereo not drawn)	x	19%	0.3	11%	-12%	2%	-2	-6%	-19%
Cc1cnc(NC(=O)C2CC(=O)N(c3ccc4c(c3)OCCO4)C2)s1 (stereo not drawn)	1%	1%	-1.4	-15%	1%	-3%	16	-2%	-20%
O=C(CC(=O)Nc1ccccc1[N+](=O)[O-])Nc1ccccc1[N+](=O)[O-]	12%	1%	-0.2	u	5%	-13%	-2	-19%	-29%
Cc1ccccc1C(=O)NC(=S)Nc1ncccn1	-10%	-9%	-1.6	4%	6%	-2%	-1	8%	i
Cc1ccc(C(=O)Nc2ccc3nc(C)sc3c2)s1	3%	-19%	1.4	-6%	0%	-26%	1	-6%	9%[57.5 µM]
Cc1ccc(-c2nc(NCc3ccco3)c3ccccc3n2)cc1	u	26%	-0.1	u	-5%	-20%	26	-5%	-42%[inhibitor]
COc1ccc(C(=O)NCCCSC)cc1OC1CCN(C(C)C)CC1	-12%	-18%	-2.5	-28%	-4%	6%	2	-2%	i
CCNC(=S)N(Cc1ccccc1)Cc1nc2ccccc2c(=O)[nH]1	10%	3%	-1.0	-31%	-6%	-23%	2	-7%	i
CCC1CCCCN1C(=O)c1ccc(OC2CCN(C(=O)COC)CC2)cc1 (stereo not drawn)	0%	-7%	1.2	13%	4%	2%	-1	2%	i

Structures listed so far shown as hits in PI5P4Ka inh.
SMILES | GLP1R ag | EPAC1 antagonist | PI5P4Ka inh | PLK1 PBD block | PTHR1 agonist
Cc1ccc(/C(=N/Nc2nc3ccccc3s2)C2=C(O)c3ccccc3C2=O)cc1 | 0% | 4% | -81* | u | -31%[inhibitor]

Next part
SMILES	GLP1R ag	GLP1R cytotox	IL-2 act	GLP-1R inv ag	EPAC1 agonist	EPAC1 antagonist	PI5P4Ka inh	PLK1 PBD block	PTHR1 agonist
Cc1sc(NC(=O)C2=COCCO2)c(C#N)c1C	15%	3%	-1.5	92%[activator]	-4%	-8%	-11	12µM*	-21%
O=[N+]([O-])c1cc(Cl)cc(/C=N/NC(=S)Nc2ccc(S(=O)(=O)N3CCOCC3)cc2)c1O	-3%	-28%	-0.8	u	-10%	u	-85*	17µM*	-89%[inhibitor]
CC(C)C[C@H]1CN=C(Nc2ccccc2)N1CCC(C)c1ccccc1 (stereo partly drawn)	15%	-15%	-0.7	u	-13%	-2%	-3	-8%	i
COc1cccc(OCCc2c(C)n[nH]c2C)c1	27%	-1%	-2.1	-4%	5%	12%	x	-3%	i
CCCn1c(=O)c2c(C(F)(F)F)cc(-c3ccco3)nc2n(CCC)c1=O	3%	10%	0.5	2%	13%	-2%	x	-9%	u
CCn1cnc2cc(NCc3nc4ccccc4n3C)ccc21	-1%	-2%	0.8	-29%	6%	-1%	x	-9%	4%[57.5 µM]
Cc1ccc(S(=O)(=O)N2CCOCC2)cc1C(=O)OCC(=O)NC1CCCCC1	21%	-14%	-2.5	-5%	5%	10%	-1	-7%	-5%
Cc1cc2nc(-c3ccc(SCC(=O)Nc4ccc(S(=O)(=O)N5CCCC5)cc4)nc3)[nH]c2cc1C	0%	u	-4.5	u	-9%	-23%	-11	13%	-6%
COc1ccc(S(=O)(=O)N2CCc3ccccc32)cc1C(=O)Nc1ccc(C(N)=O)cc1	0%	u	-3.3	u	-5%	-29%	-4	2%	i
CC1CN(C)C(C)CC1OC(=O)C(c1ccccc1)c1ccccc1 (stereo not drawn)	5%	-10%	1.4	u	6%	-10%	4	1%	-14%
COc1cc(C(=O)Nc2sc3c(c2C(=O)NCc2ccco2)CCCC3)cc(OC)c1OC	10%	-1%	-0.9	31%[activator]	1%	-17%	2	-2%	i
Cc1cc(NC(=O)COC(=O)c2cnccn2)ccc1Br	-7%	-15%	0.6	8%	-7%	11%	-2	-4%	i
Cc1nn(CC(=O)N(C)C)c(=O)c2ccccc12	-10%	-7%	0.9	-5%	2%	-17%	-4	-9%	-12%[57.5 µM]
COc1ccccc1OCC(=O)Nc1ccc(S(=O)(=O)N2CCOCC2)cc1	5%	-5%	1.4	15%	0%	-29%	0	-9%	i
O=C(NCc1ccncc1)[C@@H]1CCCN1C(=O)[C@@H]1CCCN1C(=O)c1cccs1	u	3%	2.1	23%	8%	-1%	-3	-3%	-18%
Cc1ccc(NC(=O)CCn2ccc([N+](=O)[O-])n2)nc1	-2%	-8%	-1.6	21%	1%	12%	2	-11%	i
C(=N\Nc1nc2ccccc2s1)/c1ccccn1	-35%[inhibitor]	-73%	-0.3	-84%	6%	-35%	-4	-11%	-39%[inhibitor]
Cc1ccc(NC(=O)CSc2nc3ccccc3c(=O)n2Cc2cccs2)cc1	1%	12%	-1.7	0%	2%	u	1	-13%	i
CCCCOc1ccccc1C1C(C(=O)OC)=CN(CC)C=C1C(=O)OC	10%	x	-0.4	u	8%	-5%	1	-2%	-5%[57.5 µM]
COC(=O)C[C@H]1C=C[C@H](NC(=O)c2ccc(F)cc2)[C@@H](CO)O1	x	8%	-0.1	9%	-4%	-26%	-1	-25%	13%
Cc1ccc(NC(=O)COC(=O)CCc2c[nH]c3ccccc23)cc1[N+](=O)[O-]	-4%	1%	-1.4	7%	3%	6%	0	-12%	-22%
Cc1onc(-c2ccccc2Cl)c1C(=O)OCc1cnc(Cl)s1	7%	7%	0.1	u	11%	1%	5	-13%	-40%[inhibitor]
COc1cc(/C=N/Nc2ccc(Cl)c(C(=O)O)c2)ccc1OC(=O)c1ccc(F)cc1	-2%	2%	0.2	14%	4%	-12%	-5	u	-14%
CC(NS(=O)(=O)c1ccc(F)cc1)C(=O)Nc1ccc2c(c1)OCCO2 (stereo not drawn)	8%	0%	-0.5	-4%	-29%	-6%	2	-24%	14%
Cc1ccc(-c2nn(-c3ccccc3)cc2CO)o1	-1%	-12%	-0.2	4%	2%	2%	-4	-2%	i
Cc1cccc(NC(=O)c2ccccc2OCC(=O)N2CCOCC2)c1C	-1%	9%	-2.2	0%	-4%	9%	x	-2%	i
CCn1c(SCc2nc(-c3ccc(OC)c(OC)c3)no2)nnc1-c1cccs1	14%	-28%	-0.4	118%[activator]	-1%	16%	x	2%	-12%
O=C(c1cn(-c2ccccc2)nc1-c1cccnc1)N1CCN(S(=O)(=O)c2cccc(F)c2)CC1	-7%	2%	1.8	30%	5%	-26%	8	-10%	i
COc1cc(/C=C2\SC(=O)N(CCN)C2=O)ccc1OS(=O)(=O)c1cc(C)ccc1C	17%	-21%	-5.5	-25%	6%	u	14	-17%	i
O=C1C2C3C=CC(C2C(=O)N1CCO)C1C(=O)N(CCO)C(=O)C31 (stereo not drawn)	-4%	24%	1.4	0%	1%	2%	-8	-6%	i
CC(=O)OCC(COC(C)=O)OC(C)=O	6%&-7%	12%	1.1	8%	-12%	0%	-2	-18%	11%
CN(C)CCCN1C(=O)C(=O)/C(=C(/O)c2ccncc2)C1c1ccccc1 (stereo not drawn)	5%	2%	0.8	6%	-5%	6%	-7	-1%	i
CN1/C(=C\C(=O)COc2ccc3c(c2)OCO3)C(C)(C)c2ccccc21	1%	5%	-2.7	u	20%	-1%	-5	11%	-8%[57.5 µM]
OCC(CO)(CO)N=Cc1cc(Br)ccc1O	-8%	1%	-0.9	-20%	4%	-1%	x	-15%	-9%[57.5 µM]

The list is partial; the hit share may differ from the screen's.
